Bioassay records (PubChem)
STAT3 inh = IL-6 driven STAT3 reporter inhibitors, primary screen, U3A cells, luciferase, luminescence, MLSCN library; inhibition, % at 5.5 µM; IL-6 STAT3-luciferase reporter; host cell line lacks STAT1; hit rate 0.89% among 190,000;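 active means inhibition above the mean inhibition across all screened compounds plus 3 SD, cut at about 44% in these data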;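 further: 0% = DMSO only wells and 100% = 100 µM nifuroxazide control wells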
Hsp70 activator = Hsp70 transcriptional activators, primary screen, cell-based, HeLa, Hsp70 promoter luciferase, luminescence, 10 µM; hit rate 0.04% among 200,000; HeLa Hsp70 promoter luciferase reporter; scaled: vehicle 0, proteasome-inhibitor control 100%; activation, % at 10 µM; AID 1203, 2008;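 active means activation above the mean across all tested compounds plus 3 SD, cutoff set per campaign, cut at about 5.5% in these data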;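 further: 100% = MG132 at 30 µM as the positive control and 0% = DMSO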
Diaphorase inh = diaphorase inhibitors and chemical oxidizers, primary screen, counter-screen for diaphorase-coupled primary assays, biochemical, uHTS, resorufin fluorescence; diaphorase resazurin-to-resorufin fluorescence, NADH, 16 min; bacterial (C. kluyveri) enzyme, not human; AID 1217, 2008; hit rate 0.69% among 190,000; inhibition, % at 20 µM;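 active means primary screen inhibition at 20 µM above a set limit, cut at about 50% in these data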;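 further: plate controls were DMSO with full reaction for no effect and wells lacking NADH for full effect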
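Assay system: diaphorase enzyme from Clostridium kluyveri. Quantity: enzyme working solution with 0.14 U/mL diaphorase. Schedule: reaction incubation of 16 min at room temperature. Technique: resorufin fluorescence, excitation 544 nm, emission 590 nm. Controls: No-NADH positive control and DMSO neutral control.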
TLR4 MyD88 comp = inhibitors of TLR4-MyD88 association in cells, primary screen, cell-based, HeLa CL3-4, BLA complementation, FRET ratio; Toll-like receptor 4 (Homo sapiens) + Myeloid differentiation primary response protein …; HeLa CL3-4 TLR4/MyD88 BLA complementation; inhibition, % at 8.4 µM; hit rate 0.18% among 200,000; AID 861, 2007; in the data active means inhibition above about 25%;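 further: 0% = vehicle and 100% = reference inhibitor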
Target sequence (O00206 whole entry, looked up): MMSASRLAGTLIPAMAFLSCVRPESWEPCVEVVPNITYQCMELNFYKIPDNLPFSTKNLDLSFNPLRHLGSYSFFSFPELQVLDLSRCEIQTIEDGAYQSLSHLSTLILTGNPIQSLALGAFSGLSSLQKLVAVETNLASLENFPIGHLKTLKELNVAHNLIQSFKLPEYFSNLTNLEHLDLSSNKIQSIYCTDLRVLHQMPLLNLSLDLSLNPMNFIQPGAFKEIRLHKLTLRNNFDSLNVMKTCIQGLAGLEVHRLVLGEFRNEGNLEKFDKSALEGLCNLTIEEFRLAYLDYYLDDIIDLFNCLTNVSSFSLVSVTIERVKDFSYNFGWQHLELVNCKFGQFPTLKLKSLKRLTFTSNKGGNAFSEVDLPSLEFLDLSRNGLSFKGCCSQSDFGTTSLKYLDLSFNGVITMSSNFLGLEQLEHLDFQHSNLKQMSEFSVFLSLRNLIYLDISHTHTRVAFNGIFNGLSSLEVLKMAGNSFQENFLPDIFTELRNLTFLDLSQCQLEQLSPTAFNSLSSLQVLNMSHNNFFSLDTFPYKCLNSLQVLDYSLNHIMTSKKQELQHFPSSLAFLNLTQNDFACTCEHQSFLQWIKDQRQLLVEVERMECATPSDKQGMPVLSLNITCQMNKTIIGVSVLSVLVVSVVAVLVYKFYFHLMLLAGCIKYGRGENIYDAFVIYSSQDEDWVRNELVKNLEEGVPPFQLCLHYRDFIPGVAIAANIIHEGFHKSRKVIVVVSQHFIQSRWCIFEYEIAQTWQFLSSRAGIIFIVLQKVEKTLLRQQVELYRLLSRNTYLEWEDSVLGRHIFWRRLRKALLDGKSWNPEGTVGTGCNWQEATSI
Target sequence (Q99836 whole entry, looked up): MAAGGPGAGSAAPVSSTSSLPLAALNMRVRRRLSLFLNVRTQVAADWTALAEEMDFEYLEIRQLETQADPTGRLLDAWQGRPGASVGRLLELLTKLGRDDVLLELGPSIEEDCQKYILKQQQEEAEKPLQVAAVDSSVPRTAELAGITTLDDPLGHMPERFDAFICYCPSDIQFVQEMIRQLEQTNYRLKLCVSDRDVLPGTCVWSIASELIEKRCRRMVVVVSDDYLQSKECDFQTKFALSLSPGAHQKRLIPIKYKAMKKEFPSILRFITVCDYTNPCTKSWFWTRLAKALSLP
STAT3 act = IL-6 driven STAT3 reporter potentiators, primary screen, U3A cells, luciferase, luminescence, MLSCN library; IL-6 STAT3-luciferase reporter; 100% = signal with IL-6 EC80 alone; activation (% of control), % at 5.6 µM; hit rate 0.91% among 190,000;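 active means activation above the screen-wide mean of compound activation plus 3 SD, cut at about 130% in these data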;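 further: 0% = background luminescence of wells with medium and substrate only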
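Test system: human U3A cells carrying STAT3-luciferase construct; control set: IL-6-only wells as 100% reference; timing: compound pre-incubation 1 h before IL-6, then 6 h stimulation at 37 °C; also added: IL-6 stimulus at 33 ng/mL final; evaluation: % activation versus median of IL-6-stimulated wells; detection: reporter luminescence signal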
G6PDH CS = L. mesenteroides G6PDH inhibitors, counter-screen for G6PDH-coupled screening assays, biochemical, Leuconostoc mesenteroides enzyme. glucose-6-phosphate dehydrogenase [Leuconostoc mesenteroides]. hit rate 0.12% among 200,000. inhibition, % at 5 µM. AID 1020, 2008. Purified L. mesenteroides G6PDH, diaphorase/resazurin coupled fluorescence, 45 min; in the data active means inhibition above about 50%
STAT1 activator = STAT1 signaling activators, primary screen, cell-based, HTS, luciferase reporter | activation (% of control), % at 5.5 µM | hit rate 2.6% among 200,000 | NIH 3T3 STAT1-luciferase reporter, IFN-gamma, luminescence; 100% = IFN-gamma alone, no compound | AID 932, 2007;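 active means activation above the screen-wide mean activation plus 3 SD, cut at about 130% in these data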;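 further: raw ratio to IFN-gamma control signal so 100% means no change and 0% no light; values of inactives mirror those of a sister screen read the other way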
APP transl inh = inhibitors of APP translation via 5'UTR reporter, primary screen, APP 5'UTR luciferase, SH-SY5Y cells; hit rate 0.82% among 190,000; inhibition, % at 2 µM; SH-SY5Y APP 5'UTR-luciferase reporter, luminescence; AID 1285, 2008;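 active means inhibition above a set limit, derived from the sample mean plus 3 SD, cut at about 45% in these data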; further: values of inactives mirror those of a sister screen read the other way
STAT1 inh = STAT1 signaling inhibitors, primary screen, cell-based, HTS, luciferase reporter; NIH 3T3 STAT1-luciferase reporter, IFN-gamma, luminescence; inhibition, % at 5.5 µM; hit rate 0.35% among 200,000;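 active means inhibition above a set limit, the mean inhibition across all tested compounds plus 3 SD, cut at about 34% in these data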;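 further: 0% = IFN-gamma with DMSO and 100% = IFN-gamma with 300 µM nifuroxazide; values of inactives mirror those of a sister screen read the other way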
Diaph act CS = compounds boosting diaphorase resazurin reduction – biochemical, uHTS, resorufin fluorescence, counter-screen for diaphorase-coupled primary assays, primary screen; AID 1229, 2008; hit rate 0.005% among 190,000; Diaphorase/resazurin coupled assay, 16 min; hits give high values; 1 = vehicle wells, 0 = NADH-free wells; activation factor at 20 µM;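 active means diaphorase activity raised at least twofold by the compound at 20 µM; inactive means activation factor below 2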
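Test system: Clostridium kluyveri diaphorase, purified enzyme. Buffer or medium: 50 mM HEPES pH 7.4 buffer plus MgCl2 and Tween 20. Also added: 0.114 mM NADH and 0.1 mM resazurin, final amounts. Dosing: compound 20 µM once, DMSO 1%. Schedule: 16 min enzyme reaction, ambient temperature. Detection: fluorescence of resorufin, 544 nm excitation, 590 nm emission.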
* hit, by the source's call; . = no result given; & = joins results of further samples.

SMILES	STAT3 inh	Hsp70 activator	Diaphorase inh	TLR4 MyD88 comp	STAT3 act	G6PDH CS	STAT1 activator	APP transl inh	STAT1 inh	Diaph act CS
Cc1ccc(C(=O)COC(=O)CNC(=O)COc2ccccc2C)cc1C	1.5	-0.1	16.7	4.4	103.9	3.4	101.8	-8.8	-1.9	0.8
Cc1cc2c(s1)c1cnn(Cc3ccccc3F)c(=O)c1n2C	7.9	-0.1	8.8	-4.4	93.5	4.1	107.1	9.0	-6.0	0.9
Cc1ccc(S(=O)(=O)CC(=O)NC2CC2)cc1	8.1	-0.5	4.1	2.3	97.9	-8.6	102.4	15.6	-2.7	1
Cc1cc(N/N=C/c2ccccc2)nc(NCc2ccccc2)n1	0.8	-0.3	12.0	2.9	95.2	6.6	102.4	-34.2	-2.6	0.9
COc1ccc(C)cc1NC(=O)C1CCC(CNc2c(N3CCOCC3)c(=O)c2=O)CC1 (configuration not stated)	11.1	-0.2	10.1	-3.5	98.1	3.1	103.4	-12.6	-3.8	0.9
O=S1(=O)CC(O)C(NCc2cccnc2)C1 (configuration not stated)	6.2	-0.2	6.5	2.1	98.1	13.3	100.1	-10.9	-0.1	0.9
O=C(O)c1cc(C(F)(F)F)nc2c(C(F)(F)F)cccc12	.	-0.1	29.4	-4.7	.	7.8	100.8	-0.2	0.7	0.7
CCOC(=O)c1ccc(NC(=O)Nc2ncccc2C)cc1	20.4	-0.1	1.0	-11.0	88.7	-1.9	123.0	-49.7	-26.6	1
COc1ccc2c(=O)c3c(=O)n(Cc4ccco4)c(-c4cc(OC)c(OC)c(OC)c4)nc3oc2c1	13.8	0.1	8.4	-0.1	91.5	5.7	107.9	-2.0	-8.6	0.9
CCc1ccc(OCC(=O)Nc2ccc(S(=O)(=O)N3CCCC3)cc2)c(Br)c1	3.9	1.0	19.4	-19.7	103.2	7.9	106.8	7.7	-7.4	0.8
CCSC(C)CC1C/C(=N/O)c2c(C)noc2C1 (configuration not stated)	19.0	0.4	-7.6	1.7	87.2	3.8	100.5	0.7	-0.6	1.1
Cc1[nH]c(=O)[nH]c(=O)c1NC(=O)c1sc2nc3c(C)cccc3cc2c1N	5.8	-0.3	41.5	-4.0	97.3	1.8	96.9	3.5	3.5	0.6
CCOC(=O)NC1(C(F)(F)F)C(=O)N(Cc2ccccn2)C2=C1C(=O)CC(C)(C)C2 (configuration not stated)	-9.3	-0.5	2.0	8.0	111.4	2.7	104.4	8.2	-4.9	1
CN1C(=O)C(O)(CC(=O)c2cccnc2)c2ccccc21 (configuration not stated)	7.8	-0.5	8.3	8.8	92.9	4.7	112.2	7.8	-13.2	0.9
CN(C)N=Nc1ccc(S(N)(=O)=O)cc1	0.1	0.0	7.0	-3.1	102.0	8.7	104.2	-14.7	-6.4	0.9
O=C(Oc1ccc(N(Cc2cccs2)C2=NS(=O)(=O)c3ccccc32)cc1)c1ccccc1F	-9.6	-0.4	19.6	-8.0	105.3	-8.2	105.1	-2.0	-5.6	0.8
O=C(NCc1ccc2c(c1)OCO2)c1cccc(S(=O)(=O)N2CCOCC2)c1	0.3	-0.2	3.1	2.8	102.0	5.1	94.2	23.5	6.3	1
CCCc1c(OCCCCc2nn[nH]n2)ccc(C(C)=O)c1O	5.8	-0.3&-0.1	-1.8&15.3	5.5	96.9	9.2&5.2	102.1	-3.5	-2.3	1&0.8
Cc1cccc(N2CCN(CC(=O)Nc3ccccc3[N+](=O)[O-])CC2)c1C	2.8	-0.4	23.3	-1.9	106.5	2.8	100.3	17.5	-0.4	0.8
Cc1ccccc1NC1=NC2(CCCC2)N=C(N)N1	9.0	-0.2	7.6	-3.7	95.5	-5.0	110.2	-10.5	-12.2	0.9
CCN1N=C(c2cc(Cl)sc2Cl)CSC1=O	5.7	-0.1	2.6	-11.9	97.8	4.9	102.1	7.0	-2.3	1
Cc1cc(/C(=N/O)C(C)(C)NO)ccc1Cl	15.9	-0.6	30.8	-9.5	91.4	-3.7	103.2	-3.3	-3.5	0.7
Cc1ccc(NC(=O)c2cccc3c2-c2ccccc2C3=O)cc1C	12.7	-0.3	18.3	5.3	94.0	-0.9	95.9	-5.6	4.5	0.8
CCCCOC(=O)C1C2C=CC3(CN(CCc4ccccc4)C(=O)C13)O2 (configuration not stated)	6.0	-0.2	20.8	4.5	99.4	0.3	104.0	-4.9	-4.5	0.8
COCCn1c(SCC(=O)Nc2nnc(C)s2)nnc1-c1cc2ccccc2cc1O	3.9	0.0	6.6	0.6	98.3	10.4	87.3	-0.6	13.8	0.9
O=S(=O)(NCC(c1cccnc1)N1CCN(c2ccc(F)cc2)CC1)c1ccccc1 (configuration not stated)	6.5	-0.2	.	-5.0	97.6	.	102.7	-9.2	-3.0	.
Cc1ccccc1N1Cc2ccccc2C1	-3.7	0.4	8.3	-1.2	105.5	8.3	102.7	22.3	-3.1	0.9
CCOC(=O)c1cc(OC(=O)c2ccccc2OC)n(-c2ccccc2)n1	-4.5	-0.2	3.6	10.4	104.7	11.8	102.8	6.1	-3.6	1
CC(NC(=S)Nc1ccc(OC(F)F)cc1)c1ccc(F)cc1 (configuration not stated)	12.9	-0.3	21.8	1.8	92.1	4.6	94.6	4.5	4.0	0.8
O=C1CCC(C(=O)Nc2cccc(Oc3ccccc3)c2)=NN1	14.7	-0.2	10.2	-18.6	91.5	0.6	109.6	-7.7	-8.3	0.9
Cc1ccc(CNC(=O)CSc2nc3n[nH]c(C)c3c(=N)n2-c2cccc(C)c2)cc1	-3.6	0.0	6.1	10.5	103.1	-3.1	100.4	.	1.7	0.9
CS(=O)(=O)c1ccc(Cl)c(NC(=O)C2CC(=O)N(Cc3ccccc3)C2)c1 (configuration not stated)	2.1	-0.4	17.8	6.5	101.4	4.6	103.1	-3.1	-3.4	0.8
Cc1ccc(/C=N/NC(=O)CCCOc2ccc(Cl)cc2Cl)cc1	-3.6	-0.1	21.2	-2.5	106.3	-10.9	101.2	5.2	-1.3	0.8
Cn1c(CCc2ccc(N)cc2)nc2ccccc21	18.3	0.1	-5.7	10.1	89.4	11.3	127.8	-130.8	-31.7	1.1
Cc1cc(Cl)c(OCCCNCc2ccccc2)c(Br)c1	-5.3	0.4	13.3	12.1	110.1	-5.2	97.7	-9.8	2.5	0.9
CCCSc1nnc(Sc2nnnn2-c2ccccc2)s1	-83.4	-0.1	-8.3	12.8	177.7*	9.3	90.5	94.5*	10.3	1.1
COc1cccc(-n2cnc3cccc(N)c32)c1	-8.9	-0.2	5.5	4.8	113.4	6.6	106.9	-23.4	-6.0	0.9
COCCNC(=O)COC(=O)c1ccc(OCC(=O)Nc2ccccc2OC)c(OC)c1	4.8	-0.1	-1.9	2.8	101.7	-3.8	101.7	3.1	-3.3	1
O=C(c1ccc(S(=O)(=O)Cc2ccccc2F)c([N+](=O)[O-])c1)N1CCCCCC1	4.8	-0.3	7.4	-3.5	102.5	10.1	90.1	-28.9	10.4	0.9
COCCNC(=O)c1ccc2c(c1)CCN2S(C)(=O)=O	4.7	0.5	4.8	-3.9	101.3	2.9	102.9	-22.0	-2.8	1
CC(=O)NS(=O)(=O)c1ccc(NC(=O)CCc2ccccc2)cc1	-14.7	-0.2	-9.1	-12.3	112.2	16.0	99.1	10.6	1.0	1.1
COc1ccc(C(CCN(Cc2ccc(OC)c(OC)c2)C(C)=O)c2ccccc2)cc1 (configuration not stated)	-15.4	-0.6	12.9	7.3	108.4	-15.7	101.6	12.1	-1.7	0.9
Cc1c(C(=O)O)sc2nc3n(c(=O)c12)CCCCC3	5.0	0.8	5.7	-8.2	96.0	12.0	99.4	-3.0	0.6	0.9
COc1ccc2sc(NC(C)=O)nc2c1	11.1	0.1	13.2	-1.4	92.5	1.8	136.1*	-103.0	-38.7	0.9
CC1Cc2ccccc2N1C1=CC(=O)CC(C)(C)C1 (configuration not stated)	-1.2	-0.2	0.0	-12.9	102.2	7.5	102.6	3.1	-5.5	1
Cc1nn2c(-c3cccnc3)ccnc2c1-c1ccccc1	11.9	0.0	17.8	8.2	89.7	3.5	112.0	3.1	-13.4	0.8
Cc1ccc(C2CC(=O)C=C(O)C2)cc1 (configuration not stated)	-0.5	-0.1	7.5	-5.4	97.9	3.0	98.9	0.2	1.2	0.9
CC1CCC(C(C)C)C(OCC(O)CN2CCOCC2)C1 (configuration not stated)	1.7	-0.5	10.3	1.6	99.9	3.2	92.9	-1.3	7.7	0.9
CCOCC(=O)Nc1cc(OC)c(Cl)cc1OC	19.2	-0.3	1.2	0.0	86.5	-2.7	104.9	16.2	-6.8	1
Cc1c(C(=O)OCC(=O)Nc2c(C)n(C)n(-c3ccccc3)c2=O)oc2ccccc12	10.5	-0.2	5.4	-12.0	95.5	20.5	96.6	-31.1	2.3	0.9
CCCS(=O)(=O)N1CCN(CC2CC=CCC2)CC1 (configuration not stated)	-6.5	-0.1	23.7	1.7	108.1	1.6	100.2	2.7	-0.2	0.8
CN(C)CC(C)(C)CNC(=O)c1cc(Br)cc(Br)c1O	-2.3	-0.2	8.5	-16.1	103.5	7.4	97.4	-5.3	1.3	0.9

Shown as a hit in STAT1 activator, among the entries above:
| Molecule | Hsp70 activator | TLR4 MyD88 comp | STAT3 act | STAT1 activator | APP transl inh | STAT1 inh |
| --- | --- | --- | --- | --- | --- | --- |
| COc1ccc2sc(NC(C)=O)nc2c1 | 0.1 | -1.4 | 92.5 | 136.1* | -103.0 | -38.7 |
